# Compound activity deposited in PubChem by National Center for Advancing Translational Sciences (NCATS).
# Tau fluor counter: counter-screen for tau fibril formation inhibitors; tau K18 P301L Alexa594 fluorescence, heparin fibrillization; Potency, µM (highest dose often 57.7 µM), for inactives: at the highest dose activity change, negative = decrease; 0.93% of 280,000 active; note: nearly all actives have a fitted effect of over 55% in size
#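 Human tau K18 P301L (15 uM unlabeled, 0.24 uM Alexa 594-labeled) in 100 mM sodium acetate pH 7 with 20 uM heparin, 6 hr at 37 C. ThT 30 uM added, 1 hr ambient; Alexa 594 FP and total fluorescence read at 555/632 nm.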
# Tau ThT inhib: inhibitors of human tau fibril formation, thioflavin T binding | Potency, µM (titrated, usually from 57.4 µM), without a hit: top-dose activity, negative = inhibition, most hits filed as inhibitors | P10636 | recombinant tau K18 P301L (four-repeat tau fragment), heparin-induced fibrillization, ThT fluorescence | AID 1460 | 2.1% of 270,000 active; note: nearly all actives have a fitted effect of over 55% in size
# Target sequence (P10636 561-689 P618L limits assumed): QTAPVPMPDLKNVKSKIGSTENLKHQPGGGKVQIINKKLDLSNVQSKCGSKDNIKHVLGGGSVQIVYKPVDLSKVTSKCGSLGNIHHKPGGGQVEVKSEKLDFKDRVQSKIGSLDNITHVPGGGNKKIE
#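 In this qHTS, human K18 P301L tau is incubated with compound and heparin for 6 hr at 37 C, and Thioflavin T fluorescence then reports fibril load.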
# TRb SRC2 PPI: disrupts binding of human TR beta to SRC2. P10828. TRbeta-SRC2 peptide binding, fluorescence polarization; receptor liganded with 1 µM T3. Potency, µM (series often up to 106 µM), for inactives: top-dose activity change, negative = inhibition, actives largely listed as inhibitors. 0.065% of 280,000 active;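 note: plate controls were bound peptide for no effect and peptide without receptor for full effect; nearly all actives have a fitted effect of over 50% in size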
#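 Binding of a 20-amino-acid Texas Red SRC2 peptide (20 nM) to TRb ligand-binding domain (0.6 uM) with agonist T3 at 1 uM was followed by fluorescence polarization after a 5 hr room-temperature incubation.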
# ALDH1A1 inh: blocks purified human ALDH1A1 activity; P00352; Purified ALDH1A1, NADH fluorescence, propionaldehyde substrate; Potency, µM (highest dose often 75.3 µM), for inactives: top-dose activity, negative = inhibition, actives largely listed as inhibitors; 7.3% of 220,000 active; active = well fitted inhibition curve with a large enough effect, not every such curve was filed as active; inconclusive = small, poorly fitted or top-dose-only effect, or another doubt; inactive = no such curve, though single readings can be large or run the other way;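 note: plate controls were no enzyme wells and a reference inhibitor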
# L3MBTL1 block: blocks human L3MBTL1; Q9Y468; AlphaScreen L3MBTL1–H3K9me1 peptide binding; Potency, µM (titrated, usually from 57.1 µM), without a hit: at the highest dose activity, negative = inhibition, usual class: inhibitors; 0.66% of 230,000 active; AID 485360; note: nearly all actives have a fitted effect of over 60% in size
#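 Displacement of a biotinylated histone H3(1-15) peptide monomethylated at Lys9 (75 nM) from L3MBTL1 (50 nM) was measured by AlphaScreen after a 30 min room-temperature compound incubation; cefsulodin titration served as intraplate control.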
# TexasRed fluor: counter-screen for TRb-SRC2 inhibitors: fluorescence interference; TRb/SRC2 Texas Red total fluorescence interference; Potency, µM (series often up to 106 µM), for inactives: at the highest dose fluorescence change, negative = quenching; 0.29% of 280,000 active; active = well fitted curve in either direction with a large enough effect; inconclusive = small, poorly fitted or top-dose-only effect
#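 Human TRb ligand-binding domain at 0.6 uM with 20 nM Texas Red SRC2 peptide in Tris buffer containing 1 uM T3 and 5% DMSO, incubated with compound 5 h at ambient temperature. Total fluorescence (555/632 nm) calculated as parallel + 2 × perpendicular.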
# aGal spleen mod: inhibitors or activators of human alpha-galactosidase in spleen homogenate; P06280; human spleen homogenate, 4MU-alpha-Gal fluorescence, 40 min; Potency, µM (titrated, usually from 80 µM), for the others: at the top dose activity change, negative = inhibition, hits mostly inhibitors; 0.008% of 240,000 active;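 note: 0% = enzyme with vehicle and -100% = no enzyme basal signal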
# Target sequence (P06280 32-429 limits assumed): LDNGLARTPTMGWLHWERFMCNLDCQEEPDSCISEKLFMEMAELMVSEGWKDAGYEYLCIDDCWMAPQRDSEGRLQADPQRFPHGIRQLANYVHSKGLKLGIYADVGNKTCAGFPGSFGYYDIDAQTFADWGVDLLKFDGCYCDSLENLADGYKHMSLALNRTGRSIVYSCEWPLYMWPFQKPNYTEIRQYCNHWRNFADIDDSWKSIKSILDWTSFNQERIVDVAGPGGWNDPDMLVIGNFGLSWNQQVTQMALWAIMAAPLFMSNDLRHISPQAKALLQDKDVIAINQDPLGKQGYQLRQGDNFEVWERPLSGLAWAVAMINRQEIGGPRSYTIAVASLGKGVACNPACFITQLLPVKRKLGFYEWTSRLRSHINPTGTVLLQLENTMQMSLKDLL
#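 Spleen homogenate 1 ug + cpd (titration) + 4-MU-alpha-D-galactopyranoside 1 mM; 37C 40 min; 50 mM citrate/phosphate pH 5.0, 0.01% Tween-20; stop pH 10; fluorescence 365/440; AC50 via Hill.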
# Tau fibril FP: inhibitors of human tau fibril formation | Potency, µM (highest dose often 57.7 µM), inactives show at the highest dose activity, negative = inhibition, hits mostly inhibitors | P10636 | K18 P301L tau heparin fibrillization, Alexa594 FP, 6 h | 0.39% of 280,000 active; note: nearly all actives have a fitted effect of over 55% in size
#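 Human K18 P301L fragment (15 uM unlabeled plus 0.24 uM Alexa 594-labeled) in 100 mM sodium acetate pH 7 with compound, aggregation induced by 20 uM heparin for 6 hr at 37 C. ThT (30 uM) added for 1 hr, then Alexa 594 FP read.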
# Starred values were filed as active, the others as inactive; ? = inconclusive; . = no result given; & = joins results of further samples; [ ] = remark or other dose. Unless noted, calls come from the whole dose curve; as a rule, active = well fitted curve in the direction sought with a large enough effect; inconclusive = small, poorly fitted or top-dose-only effect, or another doubt; inactive = no such curve, though single readings can be large; an effect the other way counts as inactive or inconclusive. Unless noted, % is set by controls: 0 for no effect and ±100 for the full control effect; potency is the fitted concentration of half-maximal effect.
Structure	Tau fluor counter	Tau ThT inhib	TRb SRC2 PPI	ALDH1A1 inh	L3MBTL1 block	TexasRed fluor	aGal spleen mod	Tau fibril FP
CCOC(=O)c1c(-c2cccs2)csc1NC(=O)CN(CC)CC	-8%	-12%	-15%	-6%	16%	3%	-7%	5%
CC12C=C(/C=C/c3ccc(F)cc3)C(C)(C1)C(c1ccc(F)cc1)CC2=O (stereo unspecified)	-18%[11.6 µM]	-16%[11.5 µM]	4%[11.2 µM]	-1%[13.5 µM]	.	1%[11.2 µM]	-1%[17.5 µM]	6%[11.6 µM]
O=C(Cn1nnc2ccccc21)OCC(=O)c1ccccc1	-11%	-6%	-18%	8%	-15%	0%	4%	-9%
CCS(=O)(=O)c1ncc(N(Cc2ccco2)Cc2sccc2C)c(C(=O)Nc2cc(C)ccc2C)n1	-15%	-10%	-4%	.	.	7%	.	-4%
O=C(O)CCC(=O)Nc1nnc(C(F)(F)F)s1	1%	-3%	-5%	11%	6%	-1%	0%	0%
Cc1ccc(NC(=O)c2c(C)oc3ccc(O)c(CN4CCCCC4)c23)cc1	-9%	-5%	-2%	.	.	-13%	.	-1%
COC(=O)c1cc(-c2ccc(Br)cc2)on1	-13%	?	1%	-3%	11%	-1%	0%	-10%
COc1nc(OCCNS(=O)(=O)c2ccc(C)cc2)nc(N(C)C)n1	-13%	-12%	6%	-2%	-1%	0%	1%	-2%
O=C(CNS(=O)(=O)c1ccccc1)NCc1cccnc1	-8%	-10%	-1%	5%	25%	-6%	0%	-2%
COc1ccc(C(=O)Nc2oc(-c3ccccc3)c(-c3ccccc3)c2C#N)cc1OC	?	-23%	5%	?	-9%	-6%	-11%	5%
O=C(O)CNC(=O)c1ccc([N+](=O)[O-])cc1	.	.	6%	1%	.	-3%	-2%	.
C/C=C(\C)c1nnc(NC(=O)C(C)C)s1	-1%	-6%	1%	5%	-1%	0%	-19%	5%
CC(=O)Nc1ccc(S(=O)(=O)N(c2cccnc2)S(=O)(=O)c2ccc(NC(C)=O)cc2)cc1	0%	1%	1%	-3%	-23%	-1%	-2%	-3%
CCCCCC(=O)NN=C1CCN(Cc2ccccc2)CC1	1%	-1%	0%	6%	-9%	0%	-6%	2%
Cc1cc(C(F)(F)F)c(C#N)c(N2CCOCC2)n1	-7%	-3%	-12%	6%	22%	2%	0%	-2%
COc1cc(C2CC(=O)N3CN(Cc4ccco4)CSC3=C2C#N)ccc1OCc1ccccc1 (stereo unspecified)	?	20µM*	9%	7.9µM*	-13%	-5%	3%	?
O=C(COC(=O)C1CCN(S(=O)(=O)c2cccc3cccnc23)CC1)c1ccc([N+](=O)[O-])cc1	-28%	?	11%	6.3µM*	-6%	3%	3%	-1%
Oc1c(C(Nc2nc3ccccc3s2)c2ccco2)ccc2cccnc12 (stereo unspecified)	-21%	-7%	-1%	0%	-27%	1%	-15%	?
Cc1ccc(C(=O)N(CN2CCCC2=O)c2ccc(F)cc2)cc1C	-7%	-9%	-8%	?	.	-2%	9%	-2%
COc1ccccc1C1CCN(C(=O)c2cccs2)CC1	-14%	-18%	-2%	.	3%	-1%	-7%	-2%
O=C(CN1CCCCCC1)N1c2ccccc2Sc2ccccc21	-18%	-12%	0%	0%	-14%	-1%	4%	-3%[2.34 µM]
N#CC1=C(N)Oc2n[nH]c(-c3ccc(F)cc3)c2C1c1ccncc1 (stereo unspecified)	-8%	-11%	-10%	5%	.	-2%	30%	4%
c1nc(NCCN2CCOCC2)c2c3c(sc2n1)CCCCC3	5%	4%	1%	1%	2%	2%	-1%	9%
Cc1ccc(Cl)cc1NC(=O)COC(=O)C12CC3CC(CC(C3)C1)C2	-26%&-24%	-10%&-16%	-2%&0%	-5%&8%	11%	-1%&-1%	-11%&4%	-9%&-6%
COc1ccc(NC(=O)C2CCN(c3nnnn3-c3ccccc3)CC2)cc1	-6%	-7%	-4%	13µM*	2%	3%	-1%	0%
Nn1c(SCC(=O)N2CCOCC2)nnc1-c1ccccc1Cl	-4%	5%	11%	2%	2%	-3%	2%	-2%
COc1cccc(/C=N/n2c(CO)nc3ccccc32)c1OC	-8%	?	2%	-3%	-3%	-4%	5%	-1%
Oc1ccccc1N=Nc1ccccc1O	-11%	?	2%	4%	.	-2%	-3%	12%
Cc1csc(NC(=S)Nc2cccc(Cl)c2)n1	?	?	2%	-11%	-12%	0%	1%	-7%
Cc1cccc(CC(=O)NCc2nc3cccnc3n2Cc2ccc(F)cc2)c1	-12%	-7%	-1%	.	.	-14%	.	-9%

# Next section; it opens with the 4 that closed the last part.
Structure	Tau fluor counter	Tau ThT inhib	TRb SRC2 PPI	ALDH1A1 inh	L3MBTL1 block	TexasRed fluor	aGal spleen mod	Tau fibril FP
COc1cccc(/C=N/n2c(CO)nc3ccccc32)c1OC	-8%	?	2%	-3%	-3%	-4%	5%	-1%
Oc1ccccc1N=Nc1ccccc1O	-11%	?	2%	4%	.	-2%	-3%	12%
Cc1csc(NC(=S)Nc2cccc(Cl)c2)n1	?	?	2%	-11%	-12%	0%	1%	-7%
Cc1cccc(CC(=O)NCc2nc3cccnc3n2Cc2ccc(F)cc2)c1	-12%	-7%	-1%	.	.	-14%	.	-9%
CCc1ccc(NC(=S)N2CCN(c3cccc(C(F)(F)F)c3)CC2)cc1	-6%	-10%	2%	8%	-1%	-2%	3%	-6%
COc1ccc(NC(=S)N(CCc2c(C)[nH]c3ccc(C)cc23)Cc2ccco2)cc1	14µM*[quencher]	?	2%	?	-12%	0%	-13%	?
Cc1nc2nc(SCC(=O)c3cccc([N+](=O)[O-])c3)[nH]c2cc1Br	-1%	5%	-3%	?	-3%	-6%	2%	2%
CN(C)c1cccc2c(/C=N/O)ccc(N(C)C)c12	-3%	-16%	2%	7%	-5%	0%	0%	-3%
Cc1cccc2c1nc(-c1ccccc1)n1cnnc21	-5%	-12%	7%	?	18%	2%	-7%	-5%
COC(=O)c1c(C)[nH]c(C)c1-c1cccc([N+](=O)[O-])c1	-19%	-11%	1%	?	.	-2%	6%	-1%
COc1ccc(NC(=O)CC2C(=O)N(C)C(=S)N2CCc2ccc(F)cc2)cc1 (stereo unspecified)	?	1%	8%	.	-2%	-1%	10%	-19%
Cc1ccc(S(=O)(=O)N2CCN(C(=O)c3cccs3)CC2)c(C)c1	-4%	0%	-8%	2%	.	1%	0%	0%
COc1ccc2c(Sc3ccccc3)c(C(=O)NCc3cc(Br)ccc3OC)[nH]c2c1	-23%	-4%	1%	.	.	-2%	.	-9%
O=[N+]([O-])c1ccc(F)cc1F	.	.	-5%	-9%	9%	-1%	-1%	.
O=C(COc1nc2ccccc2nc1N1CCOCC1)NC1CCCCC1	-12%	-12%	-4%	9%	4%	0%	2%	-12%
Cc1ccc(C)c(S(=O)(=O)N2CCN(CC(=O)N3CCc4ccccc4C3)CC2)c1	-12%	-25%	-2%	18µM*	.	-2%	7%	1%
CCOC(=O)Cc1csc(NC(=O)Nc2ccc(Cl)cc2)n1	?	-6%	0%	.	5%	0%	0%	-13%
CCOc1cc(/C=N/Nc2nc(-c3cccc(S(=O)(=O)N4CCCC4)c3)cs2)ccc1O	10µM*[quencher]	?	7%	?	-14%	-2%	3%	14%
O=c1[nH]c(SCc2cccc(Cl)c2)nc2c1CCCC2	-9%	-7%	-2%	-9%	1%	-2%	-2%	-6%
COc1cccc(-c2nnc(SCC(=O)Nc3cc(C)ccc3OC)n2N)c1	-5%	-14%	-1%	3%	6%	-3%	8%	-3%
Cc1ccc(NC(=O)CN2C(=O)CCn3nc(-c4cccn4C)cc32)c(Cl)c1	-11%	-8%	-10%	.	.	?	.	8%

# Among those listed so far, these contain an aryl thioether with sulfur outside any ring.
Structure	Tau fluor counter	Tau ThT inhib	TRb SRC2 PPI	ALDH1A1 inh	L3MBTL1 block	TexasRed fluor	aGal spleen mod	Tau fibril FP
Nn1c(SCC(=O)N2CCOCC2)nnc1-c1ccccc1Cl	-4%	5%	11%	2%	2%	-3%	2%	-2%
Cc1nc2nc(SCC(=O)c3cccc([N+](=O)[O-])c3)[nH]c2cc1Br	-1%	5%	-3%	?	-3%	-6%	2%	2%
COc1ccc2c(Sc3ccccc3)c(C(=O)NCc3cc(Br)ccc3OC)[nH]c2c1	-23%	-4%	1%	.	.	-2%	.	-9%
O=c1[nH]c(SCc2cccc(Cl)c2)nc2c1CCCC2	-9%	-7%	-2%	-9%	1%	-2%	-2%	-6%
COc1cccc(-c2nnc(SCC(=O)Nc3cc(C)ccc3OC)n2N)c1	-5%	-14%	-1%	3%	6%	-3%	8%	-3%

# Outcome played no part in choosing rows; any-hit rate near 8.5%.
